Neddylation inh – inhibitors of cullin neddylation, primary screen, biochemical, TR-FRET, uHTS, NAE and Ubc12. calls only at 25 µM. 0.58% of 360,000 active. AID 651699, 2012. NEDD8-conjugating enzyme Ubc12 (Homo sapiens) + NEDD8-activating enzyme E1 regulatory …; in the data active means inhibition above about 36%
FAS TE block – FAS thioesterase domain inhibitors, primary screen, biochemical, fluorescence intensity, uHTS; Fatty acid synthase (Homo sapiens), P49327; recombinant FAS-TE, OMFH fluorogenic substrate, fluorescence endpoint; inhibition, % at 15 µM; 0.67% of 360,000 active;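 active means compounds whose normalised, plate-corrected inhibition of enzyme fluorescence in the single-dose primary screen is 50% or more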;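 further: 0% = DMSO with enzyme and 100% = substrate without enzyme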
MsrA act – bovine MsrA enzyme activators, primary screen, biochemical, absorbance, HTS. 0.3% of 360,000 active. purified bovine MsrA, absorbance read-out. Methionine sulfoxide reductase A (Bos taurus). activation, % at 10.6 µM; in the data active means activation above about 7.5%;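 further: 0% = vehicle and 100% = reference activator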
MLLE-PAM2 inh – inhibitors of PABP1 MLLE–PAM2 peptide binding, primary screen, biochemical, fluorescence polarization, FITC-PAM2, GST-MLLE; 0.36% of 360,000 active; Polyadenylate-binding protein 1 (Homo sapiens), P11940; inhibition, % at 20 µM; in the data active means inhibition above about 35%, passing the limit was not always enough;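 further: plate controls were DMSO wells with GST-MLLE for no effect and wells lacking GST-MLLE protein for full effect; some results filed as inactive read as strong as hits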
E coli Lon inh – inhibitors of E. coli Lon protease, primary screen, biochemical, fluorescence polarization | AID 602123, 2011 | purified E. coli Lon protease | 0.42% of 360,000 active | inhibition, % at 7.94 µM | P0A9M0; in the data active means inhibition above about 13%, passing the limit was not always enough;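 further: 0% = enzyme with probe and DMSO and 100% = no enzyme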
Target sequence (P0A9M0 whole entry, looked up): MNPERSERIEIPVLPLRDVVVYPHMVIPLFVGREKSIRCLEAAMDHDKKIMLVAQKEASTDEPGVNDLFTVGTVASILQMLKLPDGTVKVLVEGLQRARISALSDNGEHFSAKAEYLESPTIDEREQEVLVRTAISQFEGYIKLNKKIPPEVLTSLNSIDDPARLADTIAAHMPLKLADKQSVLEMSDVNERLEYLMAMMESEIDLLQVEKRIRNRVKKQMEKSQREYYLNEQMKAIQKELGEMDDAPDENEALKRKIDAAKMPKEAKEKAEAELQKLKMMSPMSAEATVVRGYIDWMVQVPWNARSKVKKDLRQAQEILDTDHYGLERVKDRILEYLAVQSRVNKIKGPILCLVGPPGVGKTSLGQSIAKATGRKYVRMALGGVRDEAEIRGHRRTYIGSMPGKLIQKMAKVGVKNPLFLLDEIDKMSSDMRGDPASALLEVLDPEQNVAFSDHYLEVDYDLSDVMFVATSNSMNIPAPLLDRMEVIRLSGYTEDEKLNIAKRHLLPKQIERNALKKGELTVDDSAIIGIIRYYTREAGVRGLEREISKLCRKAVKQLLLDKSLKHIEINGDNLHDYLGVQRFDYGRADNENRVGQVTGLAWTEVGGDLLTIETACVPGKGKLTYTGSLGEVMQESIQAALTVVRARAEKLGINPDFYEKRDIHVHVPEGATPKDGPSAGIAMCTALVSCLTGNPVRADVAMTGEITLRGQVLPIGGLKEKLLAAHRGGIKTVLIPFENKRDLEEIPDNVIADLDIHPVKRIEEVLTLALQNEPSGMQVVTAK
Rin1-Abl PPI inh – inhibitors of Rin1-Abl protein binding, primary screen, biochemical, TR-FRET; inhibition, % at 7.35 µM; 0.4% of 360,000 active; AID 588664, 2011; in the data active means inhibition above about 5%, passing the limit was not always enough
MT1-MMP act inh – blockers of MT1-MMP proenzyme processing, primary screen, HT1080 RFP-PRO-GFP cells, GFP/RFP fluorescence; Matrix metalloproteinase-14 (Homo sapiens), P50281; AID 651647, 2012; 0.061% of 360,000 active; GFP/RFP ratio change, % at 20 µM; GFP/RFP ratio fluorescence, overnight; percent of plate control window, DMSO zero;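 active means GFP/RFP ratio change of at least 30% with cell ATP level not reduced by more than half and red fluorescence within 50% of control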; further: strong numbers were not always called active
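Assay system – RFP-PRO-GFP reporter HT1080 cells · Compound dosing – single dose of 20 µM compound, 1% DMSO final · Incubation – overnight compound exposure at 37 °C · Measure – GFP/RFP fluorescence ratio · Benchmarks – DMSO wells and RFP-L50D-GFP cells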
CendR NRP1 mod – modulators of CendR peptide binding to NRP-1, primary screen, biochemical, fluorescence polarization, uHTS. FAM-RPARPAR peptide binding to NRP-1. inhibition, % at 25 µM. 0.85% of 360,000 active;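 active means inhibition or corrected inhibition above about 18%, plus a signal ratio from 0.5 to 1.5, limit read from the data, passing the limit was not always enough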; further: strong numbers were not always called active
SKN-1 inh – suppressors of acrylamide-induced Pgst-4::GFP reporter in worms, primary screen, SKN-1 inhibitor project, whole organism, uHTS, GFP/RFP fluorescence ratio, strain VP596. C. elegans VP596 Pgst-4::GFP/RFP ratio, 24 h. AID 624304, 2012. 0.49% of 360,000 active. inhibition, % at 21.8 µM;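 active means interference check ratio from 0.5 to 1.5 plus GFP to RFP signal ratio inhibition reaching or exceeding a fixed threshold, cut at about 30% in these data, passing the limit was not always enough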; further: some compounds called inactive have numbers as strong as hits
* = called active by the depositor; i = inactive; . = not tested or not shown. Compounds were not picked by outcome. Share with any hit: about 4%.

Below each compound – Neddylation inh	FAS TE block	MsrA act	MLLE-PAM2 inh	E coli Lon inh	Rin1-Abl PPI inh	MT1-MMP act inh	CendR NRP1 mod	SKN-1 inh
1: CC1C(=O)N2CCCc3cc(NC(=O)C4CC4)cc1c32 (stereo not drawn)
 : i	-8	0	-6	-4	-1	2	-16	-3
2: C/C(=N\OCC(=O)NCC(F)(F)F)c1cc2ccccc2o1
 : i	-5	2	9	-7	3	1	-1	7
3: C[C@H]1CN([C@@H](C)CO)C(=O)Cc2cc(NC(=O)Cc3cn(C)c4ccccc34)ccc2O[C@@H]1CN(C)S(=O)(=O)c1cn(C)cn1
 : i	-7	-4	5	-14	4	-1	0	12
4: CCOC(=O)/C(=C\c1c[nH]c2ccccc12)NC(C)=O
 : i	-7	-4	-4	8	-2	-3	-1	-2
5: CC1CCCN(CC(O)COC(c2ccccc2)c2ccccc2)C1 (stereo not drawn)
 : i	-7	-2	4	-1	0	2	-2	1
6: COc1ccc(OC)c(NS(=O)(=O)c2c(C)nc3sccn3c2=O)c1
 : i	-3	-4	-7	-8	3	3	-6	12
7: Cc1ccc(N=C2CCCCCN2C)c(C#N)c1
 : i	-5	0	-12	4	-1	10	-9	1
8: Cc1ccc(NC(=O)COC(=O)C2CSC3(C)CCC(=O)N23)cc1S(=O)(=O)N1CCOCC1 (stereo not drawn)
 : i	-5	-6	-4	6	0	0	-6	-14
9: CCCCCC(O)CCC(=O)NNC1=CC(=O)CC(C)(C)C1 (stereo not drawn)
 : i	-1	1	-4	-2	0	4	-5	6
10: O=C(NC(CC(=O)N1CCCC(C(F)(F)F)C1)c1ccccc1)c1ccccc1Cl (stereo not drawn)
 : i	2	-2	-11	-11	1	1	-9	8
11: CN(CC(=O)NCCc1ccccn1)S(=O)(=O)c1ccc(Cl)cc1
 : i	-5	-1	13	4	0	3	7	1
12: Cn1c(C(=O)N2CCc3ccccc3C2)cc2oc3ccccc3c21
 : i	18	1	5	-3	3	7	0	-5
13: CSCCC(NS(=O)(=O)c1ccc(Cl)cc1)C(=O)OCC(=O)c1c(C)[nH]c2ccccc12 (stereo not drawn)
 : i	32	-12	-5	3	-1	.	5	-3
14: CCC(C)(C(=O)NC1CCCC1)N(C(=O)CC1NC(=O)NC1=O)c1ccc(C)cc1 (stereo not drawn)
 : i	-6	-3	-1	1	0	-4	6	3
15: Cc1ccc(-n2nnnc2SCC(=O)c2c(N)n(C3CC3)c(=O)[nH]c2=O)cc1C
 : i	-1	-6	9	4	0	1	8	4
16: Cn1c(SCC(=O)Nc2nncs2)nnc1C1CC1
 : i	-2	-5	-11	-4	8	1	-11	-19
17: CC(=O)c1cccc(NC(=O)c2cc(C)nn2-c2ccccc2)c1
 : i	-4	1	1	3	-1	3	-6	-2
18: Cc1cccc(-c2nnc(-c3cccc4ccccc34)o2)c1
 : .	22	-3	-2	-16	0	-1	10	-2
19: CCOC(=O)C1(Cc2ccc(Cl)cc2)CCN(C(=O)c2cnc(C)cn2)CC1
 : i	0	-2	-4	-4	-5	1	5	-5
20: N#CC1=C(N)Oc2n[nH]c(-c3cccs3)c2C1C1C=CCCC1 (stereo not drawn)
 : i	33	-3	-2	7	-2	-3	-8	9

Compound profiles, from the list above. Screens in order: Neddylation inh, FAS TE block, MsrA act, MLLE-PAM2 inh, E coli Lon inh, Rin1-Abl PPI inh, MT1-MMP act inh, CendR NRP1 mod, SKN-1 inh
CSCCC(NS(=O)(=O)c1ccc(Cl)cc1)C(=O)OCC(=O)c1c(C)[nH]c2ccccc12 (stereo not drawn) is entered as i, 32, -12, -5, 3, -1, ., 5, -3
Cn1c(SCC(=O)Nc2nncs2)nnc1C1CC1 is entered as i, -2, -5, -11, -4, 8, 1, -11, -19
CN(CC(=O)NCCc1ccccn1)S(=O)(=O)c1ccc(Cl)cc1 is entered as i, -5, -1, 13, 4, 0, 3, 7, 1
N#CC1=C(N)Oc2n[nH]c(-c3cccs3)c2C1C1C=CCCC1 (stereo not drawn) is entered as i, 33, -3, -2, 7, -2, -3, -8, 9
CCOC(=O)C1(Cc2ccc(Cl)cc2)CCN(C(=O)c2cnc(C)cn2)CC1 is entered as i, 0, -2, -4, -4, -5, 1, 5, -5

Later entries.
Below each compound – Neddylation inh	FAS TE block	MsrA act	MLLE-PAM2 inh	E coli Lon inh	Rin1-Abl PPI inh	MT1-MMP act inh	CendR NRP1 mod	SKN-1 inh
21: C/C(=N\NC(=O)CNc1cccc(C(F)(F)F)c1)c1cccc(Br)c1
 : i	26	-1	-5	-12	1	1	2	6
22: CCCn1c(N2CCOCC2)nc2c1c(=O)[nH]c(=O)n2C
 : i	-7	-1	-1	2	1	8	6	8
23: Cc1cc(C)c2cc(CN(CCCN(C)C)C(=S)NCc3ccccc3)c(=O)[nH]c2c1
 : i	-1	-2	-116	6	-4	2	6	-6
24: CC(C)C[C@H](NC(=O)N1CC(=O)Nc2ccccc21)C(=O)N[C@H](Cc1ccccc1)C(=O)O
 : i	-4	-4	9	1	2	-1	3	-4
25: CC(=O)Nc1ccc(OCC(O)Cn2nc(C)c(C)c2C)cc1 (stereo not drawn)
 : i	-4	-4	1	0	0	0	-9	-6
26: COC(=O)C(C(=O)OC)c1ccccc1[N+](=O)[O-]
 : i	-5	-3	2	-9	1	-6	31*	-4
27: Cc1ccc(OS(=O)(=O)c2cn(C)c(=O)n(C)c2=O)cc1C
 : i	0	-1	16	-17	-2	0	-2	10
28: C=CCC[C@@H](Cc1ccc(F)cc1)C(=O)OC[C@@H](Cc1c[nH]c2ccccc12)NC(=O)[C@@H](CC=C)CC(=O)NCCO
 : i	49	2	-12	9	1	-1	-4	8
29: O=C(CCNC(=O)c1ccc(Br)cc1)NNC(=O)COc1ccccc1F
 : i	0	1	-1	-7	-2	1	6	1
30: NC(=O)c1cc(S(=O)(=O)NCc2ccc(Br)cc2)cs1
 : i	-2	-3	0	-3	3	5	6	13
31: COc1ccc(/C=N/Nc2nc(C)cc(-c3ccccc3)n2)c(OC)c1
 : i	10	-4	2	2	-2	1	-2	4
32: Nc1nc2n(n1)C(c1cccs1)CC(c1ccc(F)cc1)N2 (stereo not drawn)
 : .	-10	-5	-16	-6	2	-4	3	-6
33: O=C(c1cnn(C(=O)c2ccccc2)c1)c1ccccc1O
 : .	-6	-3	17	-3	1	-5	-51	5
34: CCCn1c(-c2cccnc2Cl)nc2cc(Cl)c(Cl)cc21
 : i	12	4	-20	-9	0	-2	-13	2
35: CCOc1cc(N2CCOCC2)c(OCC)cc1NC(=O)c1cnccn1
 : i	-3	-12	-7	-12	3	-4	6	7
36: COc1cccc2cc(C(=O)Oc3ccc(NC(C)=O)cc3)c(=O)oc12
 : i	-3	-3	16	5	-6	10	3	13
37: O=C(NC1CCCCC1)C(c1ccccc1)N(Cc1ccco1)C(=O)c1csnn1 (stereo not drawn)
 : i	1	-1	11	3	2	0	-5	10
38: O=C(O)CCCCCCNS(=O)(=O)c1ccccc1
 : i	-8	-1	6	4	-1	1	-8	-4
39: Cc1ccc(C(=O)NN=C2CCCCCC2)s1
 : i	-8	-12	-2	8	-3	3	8	-19
40: Cc1nc(SCC(=O)Nc2ccc(S(=O)(=O)N3CCOCC3)cc2)c2c(C)c(C)sc2n1
 : i	22	1	-1	-3	3	-11	-12	-1
41: NC(=O)[C@@H]1CCCNc2c(I)cc([N+](=O)[O-])cc2C(=O)N[C@@H](CCC(=O)O)C(=O)N[C@@H](CO)C(=O)N1
 : i	-8	-3	-14	1	-6	-2	5	20
42: O=C(N1CCCCC1)N1CCC(c2nc3ccccc3[nH]2)CC1
 : i	1	2	5	-3	-2	-3	-18	4
43: COc1ccc(-c2cc3c(=O)n(CC(=O)NCCN4CCCC4)nc(C)n3n2)cc1
 : .	-1	0	-6	-4	-3	0	15	4
44: O=C(NCCS(=O)(=O)c1ccc(Br)cc1)c1c(F)cccc1F
 : i	-6	-2	0	-6	0	-1	-5	-6
45: O=C(CCSc1ccc(Cl)cc1)N1CCOCC1
 : i	-7	-2	8	-4	2	4	6	9
46: Cc1ccc(C(=O)CCC(=O)NNC(=O)c2ccccc2O)cc1
 : i	-2	-2	-3	-2	0	2	-3	-12
47: COc1ccccc1NC(=O)CCS(=O)(=O)c1ccc2c(c1)oc(=O)n2C
 : i	-4	0	29	1	3	0	1	20
48: CC(C)/C=C1\CC/C(=C\c2cccnc2)C1=O
 : i	4	-5	-1	8	1	4	-4	-8
49: COc1cccc(-n2c(SCC(=O)Nc3nccs3)nnc2-c2ccoc2C)c1
 : i	8	-6	-17	-11	0	-4	-3	0
50: COCCOC(=O)c1c(C)oc2ccc(OCc3ccccc3)cc12
 : i	32	-9	10	2	4	0	8	7
51: Cc1cc2c(cc1S(=O)(=O)N1CCN(c3ccccc3)CC1)OCC(=O)N2
 : i	3	-6	-2	-2	-2	1	3	16
52: CCOc1ccc(Nc2nc(N)c([N+](=O)[O-])c(N3CCN(C)CC3)n2)cc1
 : i	0	-2	-9	-15	-3	2	-6	10
53: CCOC(=O)/C(C#N)=C/c1cn(CCOc2ccccc2)c2ccccc12
 : i	37	-3	-6	-11	-2	-7	-5	2
54: Cc1ccc(C(=O)Nc2cccc([N+](=O)[O-])c2)cc1S(=O)(=O)Nc1ccc(C(=O)O)cc1
 : i	3	1	8	2	5	5	0	16
55: CC(Oc1ccccc1)C(=O)NCc1cccnc1 (stereo not drawn)
 : i	-12	-8	3	6	0	2	-10	3
56: COCCNC(=O)C1CCCN(Cc2ccc(Cl)cc2)CC1 (stereo not drawn)
 : i	-5	-1	4	3	-3	2	12	0
57: COc1ccccc1N1CCN(C2CCCN(S(=O)(=O)c3ccc(C)cc3)C2)CC1 (stereo not drawn)
 : i	13	-7	-10	4	4	4	2	-22
58: COc1ccc(-c2nc(CSCC(=O)N3CCN(C)CC3)c(C)o2)cc1OC
 : i	-2	0	-4	-3	3	3	5	1
59: COc1ccc(CNC(=O)COc2cccnc2[N+](=O)[O-])cc1
 : i	4	-1	0	-2	-1	2	-8	14
60: Cc1cc(C)n(CNc2nc(C(F)(F)F)cs2)n1
 : i	1	0	1	-10	1	-5	6	2
61: CNC(=O)c1cc(C(=O)c2ccc(C(F)(F)F)cc2)c[nH]1
 : i	0	-2	-6	1	-1	2	7	10
62: COCCC1CCCCN1C(=O)c1ccc2nc(Cc3ccccc3F)oc2c1 (stereo not drawn)
 : i	2	-4	1	9	0	0	5	28
63: Cc1onc(-c2c(F)cccc2Cl)c1C(=O)OCC(=O)N1C(C)CCCC1C (stereo not drawn)
 : i	2	-6	-10	-10	2	-4	4	-5
64: COc1ccc(CCNC(=O)C(=O)c2cn(CC(=O)N3CCCC3)c3ccccc23)cc1OC
 : i	-5	-3	12	1	1	-2	-4	-1
65: O=C(COc1ccc(F)cc1Br)NCc1ccccn1
 : i	-5	-2	0	-5	2	4	-9	-2
66: O=S(=O)(Nc1ccc2ccccc2n1)c1ccc2c(c1)CCO2
 : i	-3	-4	-16	-3	3	4	5	-5
67: Cc1ccccc1N1C(=O)CSC1=C(C#N)C#N
 : i	-1	-2	-29	-9	1	11	-27	18
68: Cn1c(=O)c2c(nc(-n3ccnc3)n2Cc2ccc(Cl)cc2Cl)n(C)c1=O
 : i	6	-1	5	1	72*	3	-7	1
69: COc1cc(CNC(C)(C)CO)cc(Br)c1OCc1ccc(Cl)cc1Cl
 : i	-12	-3	3	-10	-1	-9	6	33
